# Screening results deposited in PubChem by The Scripps Research Institute Molecular Screening Center.
# CHRM1 PAM = human M1 muscarinic receptor positive allosteric modulators, primary screen, CHO-K1 cells, Fluo-8 calcium fluorescence, 1536-well; Muscarinic acetylcholine receptor M1 (Homo sapiens), P11229; CHO-K1 hM1, ACh EC20; 0% = ACh EC20, 100% = maximal ACh; activation, % at 3 µM; 0.088% of 360,000 active; AID 588819, 2011; in the data active = activation above about 19%, passing the limit was not always enough
# Target sequence (P11229 whole entry, looked up): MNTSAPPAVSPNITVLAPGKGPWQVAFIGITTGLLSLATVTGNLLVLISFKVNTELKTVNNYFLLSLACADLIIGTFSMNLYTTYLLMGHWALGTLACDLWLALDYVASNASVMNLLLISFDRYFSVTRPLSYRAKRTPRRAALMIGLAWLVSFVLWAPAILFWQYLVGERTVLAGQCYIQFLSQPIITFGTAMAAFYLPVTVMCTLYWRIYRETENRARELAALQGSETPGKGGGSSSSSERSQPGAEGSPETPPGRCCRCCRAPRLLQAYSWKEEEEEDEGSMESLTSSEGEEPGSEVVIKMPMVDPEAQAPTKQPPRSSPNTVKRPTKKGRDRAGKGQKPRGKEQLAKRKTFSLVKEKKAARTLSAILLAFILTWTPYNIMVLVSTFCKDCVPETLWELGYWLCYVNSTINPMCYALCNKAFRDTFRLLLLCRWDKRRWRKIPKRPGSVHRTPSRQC
# OXTR potentiate = human OXTR potentiators, primary screen, fluorescence, CHO-OTR cells, Fluo-8 calcium; AID 2445, 2010; activation, % at 3 µM; Fluo-8 calcium fluorescence, potentiator mode; 0% = oxytocin EC15, 100% = EC100; 0.061% of 320,000 active;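 active = activation above that plate's cutoff, the mean activation of tested compounds plus 3 SD, cut at about 6.6% in these data, passing the limit was not always enough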;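 note: 100% uses oxytocin at 75 nM as the full agonist control; some results filed as inactive read as strong as hits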
#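 Assay system: CHO cell line stably expressing human OTR | Also added: Oxytocin at about EC15, sub-maximal agonist stimulus | Times: Compound 6 min at room temperature before oxytocin, 100 s read | Measured by: Fluo-8 intracellular calcium fluorescence, ex 470-495, em 515-575 nm | Controls: EC15 oxytocin alone as 0%, 75 nM oxytocin as 100%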
# V1R ag counter = agonists of human V1a receptor, primary screen, counter-screen for OXTR agonist project, fluorescence, CHO-V1R cells. Vasopressin V1a receptor (Homo sapiens), P37288. Fluo-8 calcium fluorescence, agonist mode; 0% DMSO, 100% 3 nM vasopressin. activation, % at 3 µM. 0.25% of 320,000 active. AID 2797, 2010;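 active = activation above the mean activation of all tested compounds plus 3 SD, per screening run, cut at about 20% in these data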;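 note: signal is peak over basal fluorescence ratio across a 100 second FLIPR read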
# Target sequence (P37288 whole entry, looked up): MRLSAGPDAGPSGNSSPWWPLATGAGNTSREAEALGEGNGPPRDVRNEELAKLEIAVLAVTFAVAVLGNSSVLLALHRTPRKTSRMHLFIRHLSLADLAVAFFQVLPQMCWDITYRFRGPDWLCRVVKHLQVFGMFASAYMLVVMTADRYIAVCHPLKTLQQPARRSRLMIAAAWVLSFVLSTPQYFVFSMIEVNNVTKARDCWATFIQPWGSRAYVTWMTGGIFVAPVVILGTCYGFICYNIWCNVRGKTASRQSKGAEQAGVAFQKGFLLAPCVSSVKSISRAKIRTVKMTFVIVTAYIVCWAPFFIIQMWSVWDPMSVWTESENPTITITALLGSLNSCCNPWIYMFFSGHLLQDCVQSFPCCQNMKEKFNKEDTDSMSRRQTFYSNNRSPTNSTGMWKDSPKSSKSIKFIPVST
# CHRM1 agonist = human M1 muscarinic receptor agonists, primary screen, Fluo-8 calcium fluorescence, CHO-K1 cells, HTS. CHO-K1 hM1, agonist mode; 0% DMSO, 100% acetylcholine EC100. activation, % at 3 µM. Muscarinic acetylcholine receptor M1 (Homo sapiens), P11229. 0.33% of 360,000 active;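 active = activation above the run's mean compound activation plus 3 SD, cut at about 16% in these data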;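 note: peak over basal fluorescence ratio within a 140 s kinetic read after compound addition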
# TAAR1 antagonist = human TAAR1 antagonists, primary screen, Fluo-8 calcium fluorescence, CHO RD-HGA16 cells. Trace amine-associated receptor 1 (Homo sapiens), Q96RJ0. antagonist. inhibition, % at 3 µM. 1.5% of 360,000 active;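 active = inhibition above a per-plate cutoff, the mean inhibition of test compounds on that plate plus 3 SD, cut at about 49% in these data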;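 note: 0% = DMSO plus EC80 beta-PEA response and 100% = DMSO alone without agonist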
#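 Assay system: CHO-derived RD-HGA16 cells stably expressing human TAAR1 plus Gα16. Timing: 140 s kinetic read after compound, 140 s after agonist. Technique: kinetic Fluo-8 calcium fluorescence measurement. Measure: % inhibition of agonist calcium response.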
# TAAR1 agonist = human TAAR1 agonists, primary screen, Fluo-8 calcium fluorescence, CHO RD-HGA16 cells. vehicle wells 0%, saturating PEA agonist 100%. activation, % at 3 µM. 0.99% of 360,000 active. AID 624467, 2012;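 active = activation above the mean activation of all test compounds in the run plus 3 SD, cut at about 38% in these data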
#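 Assay system: CHO-derived RD-HGA16 cells with stable Gα16 and human TAAR1; timing: 17-24 h seeding, 75 min 37 °C dye, 30 min RT; read-out: % activation from peak over basal fluorescence ratio, DMSO-to-PEA scaled; measured by: kinetic Fluo-8 calcium fluorescence; benchmarks: low control DMSO, high control PEA (EC100); doses: 3 µM single concentration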
# OXTR agonist = human OXTR agonists, primary screen, fluorescence, CHO-OTR cells, Fluo-8 calcium; Oxytocin receptor (Homo sapiens), P30559; Fluo-8 calcium fluorescence; normalized: DMSO 0%, oxytocin 100%; activation, % at 3 µM; 0.32% of 320,000 active; AID 2435, 2010;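 active = activation above the mean of all tested compounds plus 3 SD, cutoff set per screening run, cut at about 20% in these data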;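 note: peak over basal fluorescence ratio from a 100 s FLIPR kinetic read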
# CHO parental Ca = ATP-evoked calcium signal inhibitors, parental CHO, primary screen, counter-screen for OX1R antagonist project, cell-based, fluorescence, Fluo-8 calcium dye. 0.63% of 330,000 active. inhibition, % at 5.6 µM. parental CHO-K1, ATP-induced calcium, Fluo-8 fluorescence;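 active = inhibition above that plate's mean sample inhibition plus 3 SD, cut at about 26% in these data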;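 note: 0% = ATP-challenged DMSO wells and 100% = DMSO wells without ATP; some compounds past the cut are filed as inactive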
#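 Measured by: calcium-sensitive Fluo-8 fluorescence / Test system: CHO parental line / Controls: ATP-challenged DMSO wells low, unchallenged DMSO wells high / Measure: % inhibition / Compound: single nominal dose of 5.6 µM per compound / Replicates: single well per compound, no replicates / Reagent: ATP as calcium-mobilizing challenge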
# M1 antag = human M1 muscarinic receptor antagonists, primary screen, CHO-K1 cells, Fluo-8 calcium fluorescence, 1536-well; CHO-K1 hM1, ACh EC80 antagonist; 1.3% of 360,000 active; inhibition, % at 3 µM;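 active = percent inhibition above its own plate's cutoff, namely the mean of that plate's compound wells plus 3 SD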;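 note: peak over basal fluorescence ratio during 140 s after agonist addition; 0% = ACh EC80 plus DMSO and 100% = DMSO alone without agonist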
# * hit, by the source's call; nt = no result given. Outcome played no part in choosing rows; 3.7% or so of the library scored in one or more.
SMILES,CHRM1 PAM,OXTR potentiate,V1R ag counter,CHRM1 agonist,TAAR1 antagonist,TAAR1 agonist,OXTR agonist,CHO parental Ca,M1 antag
Cc1ccc(Sc2ncnc3onc(C)c23)cc1,-3,-10,-1.2,-5,-10,1,-2.1,-5,1
CC(C)(C)NC(=O)C(c1cccs1)N(C(=O)c1csnn1)c1ccccc1F (stereo not drawn),4,-5,-1.0,1,12,9,-1.7,-15,0
O=C(COC(=O)c1ccc2ccccc2n1)NC1CCCCC1,5,-1,-0.1,-3,-12,13,-1.5,4,-5
COc1ccccc1NC(=O)CSc1ncc(CO)n1Cc1ccc(F)cc1,0,5,4.8,-4,13,3,0.9,-5,-2
COc1ccc(C(C)=O)cc1CN1C(=O)NC(c2ccccc2)(c2ccccc2)C1=O,8,-21,2.2,-2,9,3,1.4,-28,-1
O=C1CC2(CCN(C(=O)c3cccc(Cl)c3)CC2)Oc2ccccc21,2,-12,1.4,0,-27,10,-0.7,-24,-9
CCCCn1c(N)c(N(CC)C(=O)c2cnc(C)cn2)c(=O)[nH]c1=O,10,-1,0.2,-3,18,11,0.3,2,-10
O=S(=O)(c1ccccc1)N1CCN(Cc2ccc(Cl)cc2)CC1,-3,0,0.9,-5,0,2,-1.6,-7,-2
O=C(NCc1ccc2c(c1)OCO2)c1ccccc1Cl,-8,1,0.9,-2,-32,0,0.0,-13,7
Cc1csc(NC(=O)CSc2ccc3nnc(-c4ccncc4)n3n2)n1,3,-14,1.7,-5,9,4,0.0,-1,6
Cc1[nH]nc2c1C1(CCN(Cc3ccccc3)CC1)C(C#N)=C(N)O2,3,-15,1.6,-5,-4,2,-0.5,-2,-4
Cc1ccc(N(C(=O)c2csnn2)C(C(=O)NC2CCCC2)c2ccncc2)c(C)c1 (stereo not drawn),8,-6,0.6,-4,-7,6,-1.0,-14,-14
CCN(CC(=O)NC(C)(C)C)C(=O)c1ccccc1SCC(=O)NC1CCCCCCC1,11,-6,-2.0,-1,-21,3,-0.2,-28,-12
OC(c1ccccc1)(c1ccccc1)c1ncc[nH]1,7,1,0.3,-7,3,11,-0.5,-6,-3
O=C(CSC(=S)N1CCCC1)Nc1cc2c(cc1Br)OCCO2,1,-5,0.0,-4,-27,2,-1.2,-6,-4
Cc1cccc(NC(=O)c2ccc(COc3ccccc3[N+](=O)[O-])o2)n1,4,-11,2.2,-7,51*,4,-0.9,-13,-12
CCN(CC(=O)NCc1cccs1)C(=O)c1ccc(OC)c(OC)c1,6,3,-0.2,-2,-30,3,0.4,-3,-10
NC(=NC(=O)c1ccc(OCC(F)(F)F)nc1)c1ccc(Cl)cc1,3,4,-0.5,-5,-9,-2,-2.1,-17,-11
CCN(CC)S(=O)(=O)c1ccc(C(=O)Oc2coc(CSc3nc(C)cc(C)n3)cc2=O)cc1,0,-7,7.6,-6,19,18,8.4,-4,-8
Cc1ccc(N=Cc2c(O)n(-c3nccs3)c(=O)c3ccccc23)cc1,5,-11,1.2,-6,-11,1,-1.7,-11,-10
O=C(NCc1ccccc1CN1CCCC1)c1ccc(Cl)c(N2CCCC2=O)c1,-5,0,0.0,-7,-16,-3,-0.1,-8,1
CCOc1ccc(S(=O)(=O)n2cnc(C)c2)cc1,-10,-9,0.5,-9,5,1,-1.4,-12,17
O=C(Nc1cccc(C(F)(F)F)c1)C1Cc2c(-c3cccc(F)c3)ccnc2O1 (stereo not drawn),3,nt,nt,-3,5,1,nt,nt,-12
Cc1c(NC(=O)C(C)N2C(=O)NC3(CCC(C)CC3)C2=O)c(=O)n(-c2ccccc2)n1C (stereo not drawn),5,-16,-0.3,-3,-18,-1,1.4,-14,-9
Cc1ccc(S(=O)(=O)N2CCN(C(=O)CCC(=O)OCC(=O)Nc3cccc(C#N)c3)CC2)cc1,2,-15,3.4,-3,11,14,6.5,-8,10
COCc1cc(=O)oc2cc(NS(=O)(=O)c3ccc(C)cc3)ccc12,10,-5,0.6,0,-25,0,-0.1,-13,-7
Cc1ccc(OCCCN2C(=O)C(=O)c3cc(C)ccc32)cc1,9,-2,-1.6,2,-18,-4,-1.7,-11,-3
CCCC(C(=O)NC1CCCC1)N(Cc1ccccc1)C(=O)c1snc(C(N)=O)c1N (stereo not drawn),-2,2,2.5,-3,12,0,-1.4,-16,1
O=C(COc1ccccc1Br)Nc1ccccc1C(F)(F)F,9,-3,-0.6,-7,-2,6,-2.2,-22,-5
N#CCCn1cc(C(=O)Nc2ccccn2)c(-c2ccccc2)n1,6,-8,-0.2,-4,-2,3,-1.5,-3,-7
COc1cccc(NC(=O)Cc2nnc(SCCOc3ccccc3)n2C)c1,6,-7,1.9,-1,-8,14,4.2,-3,-23
COc1ccccc1CCNC(=O)c1cc(COc2cccc(C(F)(F)F)c2)on1,-7,-3,3.1,-4,22,4,2.1,-14,4
C[C@@H]1CN([C@H](C)CO)C(=O)CCCn2cc(nn2)CO[C@H]1CN(C)C(=O)c1ccc2ccn(C)c2c1,-2,nt,nt,-9,-12,1,nt,nt,3
Cc1cccc(C)c1NC(=S)N1CCCCCC1,-3,-4,-0.6,-6,8,-4,0.5,-7,3
Cc1noc(C)c1CCC(=O)Nc1cc(Cl)ccc1C(=O)O,5,nt,nt,-3,-14,1,nt,nt,-15
CCC(C)NC(=O)/C=C/c1ccc(S(=O)(=O)NCc2ccco2)cc1 (stereo not drawn),8,-5,0.2,-3,6,0,0.3,11,-9
COCCNC(=S)N1CCN(C(c2ccccc2)c2ccccc2)CC1,-4,nt,nt,-5,0,-3,nt,nt,0
CNC(=O)Nc1cc(C(F)(F)F)cc(C(F)(F)F)c1,6,-13,4.4,3,1,3,2.8,-20,-8
COc1cc(NC(=O)c2cccs2)c(OC)cc1NC(=O)CCC(=O)Nc1ccc(C)cc1,-1,-5,-1.6,-6,8,-1,-2.1,-18,-1
O=C(Nc1ccccc1)c1cccc(N2C(=O)C3C4CC(C(Br)C4Br)C3C2=O)c1 (stereo not drawn),0,-10,7.2,3,72*,24,7.4,-5,16
CCCCCCCCCCC(=O)NNC(=O)c1c(O)c2ccccc2n(CC)c1=O,nt,2,0.6,nt,nt,nt,0.0,-3,nt
COC(=O)COc1ccc(NC(=O)C2CCCO2)cc1 (stereo not drawn),0,2,-0.2,-2,-22,4,1.5,-9,6
COc1ccc(Cl)cc1NC(=O)c1nc2nc(C)cc(C(F)F)n2n1,2,-4,-1.0,0,6,-1,-1.6,-4,-8
COc1ccc(S(=O)(=O)Nc2nnc(C)s2)cc1,10,-7,0.0,-4,-5,22,-0.2,5,-7
COc1cc(OC)cc(C(=O)Oc2c(CN3CCOCC3)cc(Cl)c3cccnc23)c1,4,0,0.4,-5,-19,5,1.5,-27,-5
Cc1ncsc1C(=O)NCc1ccc(N2CCCC2=O)cc1,3,-4,2.2,1,-3,7,3.9,-7,-2
FCCCOc1ccc(-c2nccc(-c3ccc(Cl)cc3)n2)cc1,-6,-6,0.9,-2,1,0,-0.9,-16,10
CC1(C)C(=O)NCCN1C(=O)CCC(=O)O,18,0,0.7,-5,-12,4,0.5,-3,-10
COC(=O)[C@@H]1CC[C@H](C)[C@@H](c2ccc(C)cc2)N1C(=O)c1ccc(/C=N/OCC[C@@H]2C=C[C@H](OC(C)=O)[C@@H](COC(C)=O)O2)cc1,nt,-3,2.3,nt,nt,nt,1.3,-7,nt
CCCc1nc(-c2cc3ccccc3[nH]c2=O)no1,12,-19,-0.9,-2,-8,-1,-1.0,-10,-17
CC(C)(NC(=O)N1CCCC1)c1cccc(C(C)(C)NC(=O)N2CCCC2)c1,6,-1,-0.2,-1,-1,0,0.7,-24,-24
NC(=O)CSc1nnc(Cc2ccc3c(c2)OCO3)n1C1CCCCC1,7,-1,0.2,-2,nt,nt,0.2,-4,-7
CN(CC(=O)Nc1ccc(F)c(F)c1)S(=O)(=O)c1cccc2nsnc12,0,-15,3.8,-2,3,4,3.7,-6,-2
CN(C)S(=O)(=O)n1cc(/C=C(\NC(=O)c2ccccc2Cl)C(=O)NCCN2CCOCC2)c2ccccc21,-8,-8,7.1,2,73*,21,0.0,-23,13
COc1ccc(N(CC(=O)NN=C2CCCC2)S(=O)(=O)c2ccccc2)cc1,4,-11,0.3,-4,-20,1,-1.3,-13,-38
CSc1ccc(CN2CCN(S(=O)(=O)Cc3ccccc3)CC2)cc1,-1,-14,4.3,0,0,1,2.1,-22,0
O=C(N/N=C/c1ccc(F)cc1)c1ccncc1,8,-3,0.6,-4,-19,4,-0.3,-5,-4
